High-throughput results deposited in PubChem by National Center for Advancing Translational Sciences (NCATS).
Abeta yeast res – compounds reversing amyloid beta toxicity in yeast; yeast expressing A-beta42, growth rescue, OD600, 48 h; response scale: 0% DMSO, 100% iron-clioquinol control; Potency, µM (highest dose often 46.1 µM), inactives show top-dose growth rescue, actives largely listed as activators; 410,000 tested, 0.063% active; note: potency is the fitted concentration of half-maximal effect; nearly all actives have a fitted effect of over 55% in size
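Yeast growth medium received pinned compounds, then yeast cells expressing toxic A-beta were added; plates incubated at 30 C for 48 hr. Growth read as absorbance at 600 nm, normalized to DMSO and equimolar FeCl3 plus clioquinol controls.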
pAkt inh – blocks phosphorylation of Akt | Neuro2A IGF-stimulated pAkt S473 HTRF, 20 min; active compounds read low | activity change, % for hits at 50 µM | 360,000 tested, 0.32% active | AID 651550; in the data active = activity change below about -80%; inconclusive = mostly about -51% to -80%; note: % is set by controls: 0 for no effect and ±100 for the full control effect
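Neuro2A cells in DMEM with 0.5% FBS, overnight at 37 deg C, given compound at single 50 µM final, then IGF (6 nM final) for 20 min at 37 deg C. Lysed; phospho-Akt Ser473 by HTRF after 24 h, 665/615 ratio.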
CCT chaperon mod – modulators of cytosolic chaperonin (CCT/TRiC) activity; purified chaperonin ATPase assay, HTRF ADP detection, 30 min; activity change, % (test concentration not listed), hits read low; 360,000 tested, 0.3% active; in the data active = activity change below about -30%; note: % is set by controls: 0 for no effect and ±100 for the full control effect
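TRiC (40 or 20 nM final, by batch activity) in 30 mM Tris pH 7.4, 100 mM KCl, 5 mM MgCl2, 1 mM DTT was treated with compound at 76 uM single dose, then 10 uM ATP, 30 min at 37 °C. ADP was read by HTRF Transcreener.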
Nrf2 block – Nrf2 pathway inhibition; A549 ARE-Fluc reporter, luciferase luminescence, 18-24 h; Potency, µM (doses to about 46 µM), for the others: at the highest dose activity change, negative = inhibition, actives largely listed as inhibitors; 360,000 tested, 2.1% active; AID 504444; note: potency is the fitted concentration of half-maximal effect; % is set by controls: 0 for no effect and ±100 for the full control effect; nearly all actives have a fitted effect of over 60% in size
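Reporter: ARE-Fluc in A549. Exposure: 18-24 h, 37 °C, 5% CO2, 5% FBS OPTI-MEM. Readouts: fluorescent cytotoxicity (CellTiter-Fluor), then luminescent Nrf2 signal after BugLite.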
TGFb inhibitor – inhibitors of TGF-b signaling; HepG2 CAGA-GFP TGF-b/SMAD3 reporter, GFP fluorescence, 18 h; TGF-beta stimulated, 500 pg/mL final; 410,000 tested, 1.2% active; AID 588855; Potency, µM (top dose mostly 46.1 µM), without a hit: top-dose activity, negative = inhibition, hits mostly inhibitors; note: potency is the fitted concentration of half-maximal effect; % is set by controls: 0 for no effect and ±100 for the full control effect; nearly all actives have a fitted effect of over 65% in size
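Using HEPG2 CAGA-GFP reporter cells at 1000 cells/well, we pinned test compounds, stimulated with recombinant TGF-beta (500 pg/mL final) and measured total well GFP after 18 h.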
Nrf2 activator – Nrf2 pathway activation. Potency, µM (doses to about 46.1 µM), for inactives: at the top dose activation, most hits filed as activators. 410,000 tested, 0.31% active. AID 624171. AREc32 ARE-luciferase reporter (MCF7-derived line), luminescence, 24 h; note: potency is the fitted concentration of half-maximal effect; % of control where 0% means no effect; nearly all actives have a fitted effect of over 65% in size
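For detection, Steady-Glo was added and plates sat 30 min at RT; before that, AREc32_Fluc cells grown overnight in OPTI-MEM/5% FBS had been treated with 23 nL compound for 24 hr at 37 deg C.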
A549 viability – kills or reduces viability of A549 cells in Nrf2 counter-screen | Potency, µM (titrated, usually from 46 µM), inactives show at the top dose activity change, negative = cytotoxicity, hits mostly inhibitors | A549 ARE-Fluc cells, CellTiter-Fluor viability, 18-24 h | 390,000 tested, 0.16% active | AID 504648; note: potency is the fitted concentration of half-maximal effect; % is set by controls: 0 for no effect and ±100 for the full control effect
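Cytotoxicity counterscreen: CellTiter-Fluor fluorescence was measured in A549 ARE_Fluc cells after 18-24 h of compound exposure in a concentration series. The subsequent BugLite luminescent read reports ARE-luciferase activity.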
HepG2 viability – counter-screen for TGF-b inhibitors: cytotoxicity in HepG2 cells; AID 588856; 410,000 tested, 0.76% active; HepG2 CAGA-GFP viability, ATP luminescence, 18 h; Potency, µM (doses to about 46.1 µM), inactives show at the top dose activity change, negative = cytotoxicity, actives largely listed as cytotoxic; note: potency is the fitted concentration of half-maximal effect; some results filed as inactive show a strong effect at the top dose
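HepG2 CAGA-GFP cells (1000/well, DMEM with 1% FBS) received compound, then TGF-beta at 500 pg/mL final, and were incubated 18 hours at 37 degrees C. Viability was read by CellTiter-Glo luminescence. Media-only wells were set as complete cell-killing and DMSO as no toxicity.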
Mm-Cpn inhibitor – blocks the Methanococcus maripaludis chaperonin Mm-Cpn; purified Mm-Cpn ATPase, ADP Transcreener TR-FRET; Potency, µM (top dose mostly 76.9 µM), inactives show at the top dose activity, negative = inhibition, hits mostly inhibitors; 330,000 tested, 0.031% active; AID 504842; note: potency is the fitted concentration of half-maximal effect; % is set by controls: 0 for no effect and ±100 for the full control effect; nearly all actives have a fitted effect of over 80% in size
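ATPase read-out: TR-FRET ADP immunoassay (anti-ADP Eu cryptate vs ADP-d2), ex 320 nm, em 590/665 nm; signal drops as ADP forms. Enzyme 25 nM, ATP 10 uM, 30 min at 37°C after 10 min compound preincubation.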
* marks the source's active call; other numbers are inactive results; i = inactive; u = inconclusive; x = not tested or not shown; & = joins results of further samples; [ ] = remark or other dose. Unless noted, calls come from the whole dose curve; as a rule, active = well fitted curve in the direction sought with a large enough effect; inconclusive = small, poorly fitted or top-dose-only effect, or another doubt; inactive = no such curve, though single readings can be large; an effect the other way counts as inactive or inconclusive.

SMILES	Abeta yeast res	pAkt inh	CCT chaperon mod	Nrf2 block	TGFb inhibitor	Nrf2 activator	A549 viability	HepG2 viability	Mm-Cpn inhibitor
Cc1nc(NC(=O)CSc2nc3ccccc3s2)sc1C(=O)N(C)C	10%	i	-0.3	-24%	0%	3.6%	2%	-69%	-2%
O=C(COc1ccc2ccccc2c1)N[C@@H](C(=O)O)c1ccc(O)cc1	8%	i	-2.0	0%	6%	0.5%	0%	0%	1%
CCOC(=O)N1CCN(C(=O)C2CCN(S(=O)(=O)N3CCCC3)CC2)CC1	-13%	i	2.5	1%	0%	-0.4%	9%	-8%	1%
O=C(NCCN1CCCCC1)Nc1ccccc1F	-11%	i	-0.3	1%	30%	-0.2%	9%	17%	3%
Cc1ccc(S(=O)(=O)N2CCC(C(=O)NCCc3ccc(S(N)(=O)=O)cc3)CC2)cc1	9%	i	0.7	4%	-5%	0.4%	2%	-10%	0%
COc1ccccc1NC(=O)c1ccc(NC(=O)c2ccco2)cc1	-39%[inhibitor]	i	2.6	u	4%	3.1%	4%	-2%	0%
CN(C)S(=O)(=O)n1cnc2ccccc21	-7%	i	3.1	-14%	0%	-0.5%	-5%	-10%	2%
COc1ccc(CN2C(=NC(=O)C3CCCO3)SC3CS(=O)(=O)CC32)cc1OC (centres undefined)	-16%	i	-2.2	-3%	-1%	0.6%	10%	-5%	0%
COc1ccc(OCCC(=O)OCC(=O)NCCc2ccccc2)cc1	-10%	i	-0.3	19%	-8%	-0.3%	1%	1%	0%
CC1=C(C(=O)OCc2ccccc2)C(c2cccc(Cl)c2Cl)CC(=O)N1 (centres undefined)	-15%	x	x	-9%	3%	0.1%	-1%	-4%	x
CCN(CC(=O)Nc1c(F)cccc1F)C(=O)c1ccc2c(c1)OCO2	-9%	i	1.0	-12%	17%	-0.7%	-5%	5%	1%
COc1cc(Nc2ncc3c(n2)CCN(C(=O)Nc2ccc(C(C)C)cc2)C3)cc(OC)c1OC	-8%	i	-1.9	x	u	0.1%	x	-22%	x
COc1ccc(Oc2ncnc3c2ncn3Cc2ccccc2)cc1	0%[9.22 µM]	i	0.3	x	-10%	-0.1%	-2%	18%	x
CCn1nc(C(=O)Nc2cccc(S(=O)(=O)N3CCCC3)c2)c2ccccc2c1=O	8%	i	-3.7	u	3%	0.6%	-2%	-21%	-6%
COC(c1ccccc1)c1nnc(CCC(=O)NC2CCCCC2)o1 (centres undefined)	11%	i	0.1	u	-11%	0.1%	-1%	-23%	2%
CC(=O)c1cccc(NC(=O)C(OC(=O)/C=C/c2ccc3c(c2)OCO3)c2ccccc2)c1 (centres undefined)	-15%	i	-2.4	u	-19%	-0.8%	17%	-2%	-7%
CC(=O)Nc1ccc(NC(=O)CCc2nc3sc4c(c3c(=O)[nH]2)CCCC4)cc1	-10%	i	-1.4	6%	1%	0.5%	-8%	3%	-15%
CC1(C(=O)NS(=O)(=O)c2ccc3c(c2)CCO3)CCN1C(=O)C1(c2ccc(Cl)cc2)CCC1 (centres undefined)	6%	i	-0.3	x	-1%	-1.0%	x	4%	x
Cc1cccc(NC(=O)Nc2ccc(C)c(C)c2)n1	-8%&9%	i	-0.3	u	u	5.7%&5.4%	1%&-9%	-1%&-21%	-1%
CN(CCc1ccccn1)C(=O)Nc1ccc(Cl)cc1	6%	i	-2.7	u	19%	0.1%	11%	-14%	x
COc1ccc(-c2nc(CSCC(=O)N3CCN(c4ccccc4F)CC3)c(C)o2)cc1	0%	x	x	5.8µM*	6.3µM*	-1.0%	u	-35%	x
Cc1ccc(-c2csc3nc[nH]c(=O)c23)cc1	-13%	i	-1.5	u	-6%	0.6%	5%	-7%	-7%
CCc1nnc(NC(=O)C2Cc3ccccc3CN2S(=O)(=O)c2c(C)c(C)cc(C)c2C)s1 (centres undefined)	5%	x	-4.1	x	u	2.5%	u	-1%	-3%
CCOc1cccc(/C(O)=C2/C(=O)C(=O)N(CCOC)C2c2ccncc2)c1 (centres undefined)	-2%	i	-0.6	4%	-13%	2.5%	-12%	-7%	-1%
CCOC(=O)CC(=O)Nc1ccccc1C(=O)O	1%	i	-1.5	x	-2%	0.1%	19%	-10%	-1%

Remaining list, next part
SMILES	Abeta yeast res	pAkt inh	CCT chaperon mod	Nrf2 block	TGFb inhibitor	Nrf2 activator	A549 viability	HepG2 viability	Mm-Cpn inhibitor
COc1ccc(/C=N/Nc2nonc2N)cc1OC	-5%	i	2.4	u	-1%	0.0%	0%	3%	3%
NS(=O)(=O)c1ccc(CNS(=O)(=O)c2ccc3c(c2)OCCO3)cc1	7%	i	-0.9	19%	-5%	-1.0%	-3%	-10%	4%
CCc1nc2c(OCc3ccc(Cl)cc3Cl)cccn2c1N(C)C(=O)CC(C)C	11%	i	-0.4	x	u	-1.7%	x	11µM*	x
CC1(C(=O)NS(=O)(=O)c2ccc(Br)cc2)CCN1C(=O)c1cccc(F)c1 (centres undefined)	7%	i	-0.6	x	3%	-0.2%	x	15%	x
COc1ccc(CCNC(=O)c2ccc(Cl)c(S(=O)(=O)N3CCCC3)c2)cc1	2%	i	-0.3	16µM*	u	-0.7%	-5%	-17%	-1%
CCOC(=O)c1cnc2ccc(OCC)cc2c1NCc1ccccc1OC	6%	i	1.7	6.5µM*	-3%	-0.1%	12µM*	-55%	-1%
COC(=O)c1ccc2c(=O)n(CCN3CCOCC3)c(SCC(=O)NCc3ccccc3)nc2c1	-9%	i	-8.1	4%	1%	0.2%	-1%	-11%	-2%
CCOC(=O)C1(Cc2ccc(Cl)cc2)CCN(C(=O)c2cscn2)CC1	u	i	-0.6	-12%	-11%	-0.1%	3%	-8%	1%
O=C(Nc1ccccc1)c1ccc(NC2CCCCC2)c(S(=O)(=O)N2CCOCC2)c1	12%	i	1.0	-16%	-8%	-0.5%	-6%	-3%	u
O=C(Nc1ccc2c(c1)nc1n2CCN(Cc2ccccc2)C1)c1cccs1	20%	x	-1.5	-25%	-10%	0.0%	-7%	-32%	-6%
Cc1sc2ncnc(Sc3ccccc3C(=O)O)c2c1C	5%	i	0.2	u	9%	9.7%	-6%	7%	-24%
O=C(CNC(=O)c1ccccc1)Oc1cccc(Cl)c1	-6%	i	-0.4	-1%	-4%	0.9%	-2%	3%	x
Cc1cccc(C)c1NC(=O)C1CCCN1C(=O)OC(C)(C)C (centres undefined)	1%	i	1.3	u	0%	-0.3%	0%	-45%	1%
CCNC(=O)Cc1ccc(NS(=O)(=O)c2ccc(F)cc2)cc1	7%	i	-3.0	-22%	4%	0.3%	5%	-3%	-3%
COc1ccc(Nc2nc(N)c([N+](=O)[O-])c(N3CCOCC3)n2)cc1	-6%	i	1.5	10%	-5%	5.9%	18%	-1%	1%
Cc1sc(NC(=S)NC(=O)c2ccco2)c(C#N)c1C	-5%	i	-0.2	26%	2%	u	-5%	8%	0%
Cc1csc(-c2cnn(-c3ccccc3)c2NC(=O)c2cccc(C(F)(F)F)c2)n1	-22%	i	1.1	-2%	-5%	0.1%	-1%	-2%	-3%
O=C(Nc1ccncc1)c1ccc2c(c1)S(=O)(=O)c1ccccc1C2=O	0%	i	-1.3	-19%	-9%	-0.4%	2%	-14%	0%
CCOC(=O)C1=C(CS(=O)(=O)c2ccc(F)c(C)c2)NC(=O)NC1c1ccc(F)c(F)c1 (centres undefined)	-10%	x	x	15%	u	-0.1%	-12%	-47%	x
C=CCCCCCCCCc1nc(=S)[nH][nH]1	12%	i	0.9	x	0%	4.9%	1%	-11%	2%
O=C(O)C1C2C=CC(C2)C1C(=O)NCc1ccco1 (centres undefined)	3%	i	-0.1	-4%	10%	-0.8%	-4%	1%	2%
COc1ccc(OC)c(CN2CCN(Cc3cc(=O)oc4cc(O)ccc34)CC2)c1	-6%	i	-0.2	u	1%	-0.4%	-2%	-10%	-7%
CCCNC(=O)CN1C(=O)COc2ccc(S(=O)(=O)N3CCCC3)cc21	-16%	x	x	12%	-13%	-0.9%	0%	-1%	x
CCOc1ccc(CCNC(=O)c2ccc(C)c(-n3cnc4cccnc43)c2)cc1	-1%	x	x	-1%	u	-1.0%	-9%	3%	x
O=C(C1CCCN(Cc2ccc(Br)cc2)C1)N1CCCCC1 (centres undefined)	-5%	i	-2.5	u	u	-0.2%	1%	-15%	-2%
CCN(CC)C(=O)Cn1cc(C(=O)C(=O)NCc2ccccn2)c2ccccc21	-7%	i	-7.4	6%	-5%	-0.9%	-7%	3%	-1%
CN1OC[C@@H]2CN[C@H](c3cccc(N4CCOCC4)c3)C[C@@H]21	10%	i	0.8	x	0%	-0.1%	x	1%	x
O=C(COC(=O)c1cc(S(=O)(=O)N2CCCC2)ccc1O)Nc1ccccc1Br	-3%	i	-2.4	-6%	9%	0.5%	9%	-13%	-5%
COc1ccc(NC(=O)C2CCC(CNS(=O)(=O)c3cccc4nsnc34)CC2)cc1OC (centres undefined)	-13%	x	x	-19%	u	0.0%	14%	-71%	x

Arranged by value in Mm-Cpn inhibitor (largest number first): three from the list above
| compound | Mm-Cpn inhibitor |
| --- | --- |
| COc1ccc(/C=N/Nc2nonc2N)cc1OC | 3% |
| CCOC(=O)c1cnc2ccc(OCC)cc2c1NCc1ccccc1OC | -1% |
| COC(=O)c1ccc2c(=O)n(CCN3CCOCC3)c(SCC(=O)NCc3ccccc3)nc2c1 | -2% |
